Tau ThT inhib: qHTS for Inhibitors of Tau Fibril Formation, Thioflavin T Binding | Potency, µM (series often up to 57.4 µM), inactives show top-dose activity, negative = inhibition, actives largely listed as inhibitors | recombinant tau K18 P301L, heparin-induced fibrillization, ThT fluorescence | actives 2.1% (n = 270,000); further: nearly all actives have a fitted effect of over 55% in size
Target sequence (P10636 561-689 P618L limits assumed): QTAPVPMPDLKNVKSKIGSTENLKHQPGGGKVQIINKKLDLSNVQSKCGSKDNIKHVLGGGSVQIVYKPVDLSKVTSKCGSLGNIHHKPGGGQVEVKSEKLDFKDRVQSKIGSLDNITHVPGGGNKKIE
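Using a mix of unlabeled (15 uM) and Alexa 594-labeled (0.24 uM) tau K18 P301L, heparin-triggered fibrillization over 6 hr at 37 C was scored by ThT fluorescence.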
GoLoco inh red: qHTS Assay for Inhibitors of RGS12 GoLoco Motif Activity (Red Fluorophore); Guanine nucleotide-binding protein G(i) subunit alpha-1 (Homo sapiens), P63096; Gai1:RGS12 GoLoco peptide FP, rhodamine, 10 min; Potency, µM (series often up to 61.6 µM), for inactives: at the highest dose activity, negative = inhibition, actives largely listed as inhibitors; actives 0.44% (n = 230,000); AID 880, 2007; active means well fitted inhibition curve with a large enough effect, not every such curve was filed as active; inactive means no such curve, though single readings can be large or run the other way; further: nearly all actives have a fitted effect of over 30% in size; many of its hits are not listed in these tables
TRb-SRC2 inh: qHTS for Inhibitors of the Interaction of Thyroid Hormone Receptor and Steroid Receptor Coregulator 2. Thyroid hormone receptor beta (Homo sapiens), P10828. TRbeta-SRC2 peptide binding, fluorescence polarization; receptor liganded with 1 µM T3. Potency, µM (highest dose often 106 µM), inactives show at the highest dose activity change, negative = inhibition, usual class: inhibitors. actives 0.065% (n = 280,000). AID 1469, 2008;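 further: plate controls were bound peptide for no effect and peptide without receptor for full effect; nearly all actives have a fitted effect of over 50% in size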
Target sequence (P10828 whole entry, looked up): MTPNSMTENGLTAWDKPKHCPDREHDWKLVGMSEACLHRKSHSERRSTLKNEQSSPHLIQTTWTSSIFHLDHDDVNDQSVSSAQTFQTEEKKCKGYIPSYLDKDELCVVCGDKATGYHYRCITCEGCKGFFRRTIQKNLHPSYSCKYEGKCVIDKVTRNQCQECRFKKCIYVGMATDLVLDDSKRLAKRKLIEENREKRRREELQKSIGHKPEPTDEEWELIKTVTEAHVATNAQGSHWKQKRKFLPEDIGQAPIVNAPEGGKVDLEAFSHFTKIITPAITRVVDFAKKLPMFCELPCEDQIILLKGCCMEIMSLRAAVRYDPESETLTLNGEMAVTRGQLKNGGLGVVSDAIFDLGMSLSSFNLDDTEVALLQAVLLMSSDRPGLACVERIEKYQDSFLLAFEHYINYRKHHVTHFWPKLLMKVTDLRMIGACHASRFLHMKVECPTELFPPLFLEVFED
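Assay buffer: 20 mM Tris-HCl, 100 mM NaCl, 10% glycerol, 1 mM EDTA, 0.01% NP-40, 1 mM DTT, 1 uM T3, 5% DMSO; TRb LBD 0.6 uM, Texas Red SRC2 20 nM; FP after 5 hr.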
RECQ1 inh: qHTS Assay for Inhibitors of RecQ-Like Dna Helicase 1 (RECQ1). RECQ1 DNA unwinding, red fluorescence kinetic read. Potency, µM (titrated, usually from 57.3 µM), without a hit: top-dose activity, negative = inhibition, most hits filed as inhibitors. actives 0.54% (n = 240,000);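 further: plate controls were vehicle for no effect and no enzyme for full effect; nearly all actives have a fitted effect of over 30% in size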
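RECQ1T1 50 nM; forked duplex (20 bp + 30-nt ss tails) 200 nM, ATP 2 mM final; pH 8.0, 2 mM MgCl2, 2.5 ug/ml poly(dI-dC); 15 min compound preincubation; discontinuous kinetic read over 2 h at RT.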
JMJD2E inh: qHTS Assay for Inhibitors of Human Jumonji Domain Containing 2E (JMJD2E) | JMJD2E catalytic domain, FDH-coupled NADH fluorescence (FDH is formaldehyde dehydrogenase) | actives 1.6% (n = 230,000) | Potency, µM (doses to about 57.1 µM), inactives show top-dose activity change, negative = inhibition, most hits filed as inhibitors; active means well fitted inhibition curve with a large enough effect, not every such curve was filed as active; inconclusive means small, poorly fitted or top-dose-only effect, or another doubt; inactive means no such curve, though single readings can be large or run the other way;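 further: 0% = wells with enzyme and -100% = buffer wells without enzyme; nearly all actives have a fitted effect of over 50% in size; many of its hits are not listed in these tables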
Target sequence (B2RXH2 1-337 limits assumed): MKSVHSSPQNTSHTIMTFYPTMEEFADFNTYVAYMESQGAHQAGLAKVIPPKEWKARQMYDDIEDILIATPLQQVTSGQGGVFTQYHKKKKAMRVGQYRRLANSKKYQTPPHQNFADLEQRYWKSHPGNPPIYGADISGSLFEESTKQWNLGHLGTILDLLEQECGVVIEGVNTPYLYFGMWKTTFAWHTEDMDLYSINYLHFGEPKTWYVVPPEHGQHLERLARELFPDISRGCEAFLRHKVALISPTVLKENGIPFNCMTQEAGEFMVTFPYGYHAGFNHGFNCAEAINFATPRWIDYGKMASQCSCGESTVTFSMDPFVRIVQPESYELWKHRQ
TR SRC2 fluor cs: Total Fluorescence Counterscreen for Inhibitors of the Interaction of Thyroid Hormone Receptor and Steroid Receptor Coregulator 2; AID 1479, 2009; TRb/SRC2 Texas Red total fluorescence interference; Potency, µM (doses to about 106 µM), without a hit: top-dose fluorescence change, negative = quenching; actives 0.29% (n = 280,000); active means well fitted curve in either direction with a large enough effect; inconclusive means small, poorly fitted or top-dose-only effect
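Human TRβ ligand-binding domain (0.6 uM) and Texas Red SRC2 peptide (20 nM) in Tris buffer with 1 uM T3 and 5% DMSO were incubated with pinned compound for 5 hr at ambient temperature. Total fluorescence was computed as S + 2P (555/632 nm).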
Tau fibril FP: qHTS for Inhibitors of Tau Fibril Formation, Fluorescence Polarization; K18 P301L tau heparin fibrillization, Alexa594 FP, 6 h; actives 0.39% (n = 280,000); Microtubule-associated protein tau (Homo sapiens), P10636; Potency, µM (top dose mostly 57.7 µM), for inactives: top-dose activity, negative = inhibition, usual class: inhibitors; further: nearly all actives have a fitted effect of over 55% in size
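Steps: dispense K18 P301L tau (15 uM plus 0.24 uM Alexa 594 tracer, final) in pH 7 sodium acetate; add compound; add heparin (20 uM final); incubate 6 hr, 37 C; add ThT (30 uM final); after 1 hr ambient, read FP.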
L3MBTL1 block: qHTS Assay for the Inhibitors of L3MBTL1. AlphaScreen L3MBTL1–H3K9me1 peptide binding. actives 0.66% (n = 230,000). Potency, µM (top dose mostly 57.1 µM), for inactives: top-dose activity, negative = inhibition, usual class: inhibitors. Lethal(3)malignant brain tumor-like protein 1 (Homo sapiens), Q9Y468. AID 485360, 2010; further: nearly all actives have a fitted effect of over 60% in size
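First, the protein-peptide complex forms for 30 min at room temperature (L3MBTL1 50 nM, biotinylated H3K9me1 peptide 75 nM). Next, compounds are pin-transferred and incubated 30 min. Finally, AlphaScreen beads are added and read after 30 min.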
The depositor's hits bear a star; i = inactive; u = inconclusive; x = not tested or not shown; [ ] = dose if it differs, or a comment. Unless noted, the call rests on the fitted dose curve; in most records, active means well fitted curve in the direction sought with a large enough effect; inconclusive means small, poorly fitted or top-dose-only effect, or another doubt; inactive means no such curve, though single readings can be large; an effect the other way counts as inactive or inconclusive. Unless noted, on the % scale 0 is the no-effect control and ±100 the full control effect; potency means the concentration at half of the fitted maximal effect.

SMILES	Tau ThT inhib	GoLoco inh red	TRb-SRC2 inh	RECQ1 inh	JMJD2E inh	TR SRC2 fluor cs	Tau fibril FP	L3MBTL1 block
CCSc1nc2c(c(=O)n1CC)SC(C)C2 (stereo unspecified)	-13%	8%	7%	-3%	1%	0%	3%	x
Cc1ccc(C)c(OCc2nnc(SCC(=O)NCc3ccc4c(c3)OCO4)o2)c1	-14%	9%	2%	i	2%	-2%	-4%	x
CCOc1ccc(NC(=O)NCCCn2c(C)nc3cc(C)c(C)cc32)cc1	-9%	-10%	-8%	-13%	8%	-2%	u	x
CCNC(=O)NC(=O)CSc1ccccc1F	-5%	7%	-2%	i	-2%	-5%	-1%	4%
CCc1c2c(nc3ccc(OC)cc13)OC(CC)C2 (stereo unspecified)	-13%	-1%	-1%	-7%	-10%	0%	2%	x
CCOc1ccc2[nH]c(=O)c(CN(CCO)Cc3nnnn3CCc3ccccc3)cc2c1	-15%	11%	0%	-10%	u	1%	0%	x
Cc1nn(-c2ccccc2C(F)(F)F)c(=O)c2noc(C)c12	-10%	5%	0%	8%	4%	0%	-5%	6%
O=C(NCCCn1ccnc1)NC(C(F)(F)F)C(F)(F)F	2%	-4%	-7%	11%	0%	2%	4%	-21%[11.4 µM]
Cc1ccc(N2CC(C(N)=O)CC2=O)cc1C (stereo unspecified)	3%	3%	-4%	-4%	7%	-6%	3%	4%
O=C1CC(=O)c2c1cccc2[N+](=O)[O-]	x	-9%	3%	u	-9%	-9%	u	x
O=C(Cn1cc(C(=O)c2ccco2)c2ccccc21)Nc1ccccc1C(F)(F)F	4%	x	3%	x	x	-44%	-4%	x
CC(C)(C)c1ccc(S(=O)(=O)NCCc2ccncc2)cc1	-4%	5%	-2%	i	-1%	-2%	-7%	9%
N#C/C(=C\c1ccc(-c2cccc([N+](=O)[O-])c2)o1)C(=O)NCCN1CCOCC1	u	3%	-14%	-13%	2%	-12%	8%	-12%
O=S(=O)(c1cnc(Cl)c(Br)c1)N1CCc2ccccc21	-13%	5%	1%	i	-11%	-2%	-2%	9%
COC(=O)COc1ccc(S(=O)(=O)Nc2ccc(C(N)=O)cc2)cc1C	-3%	4%	0%	-5%	3%	-1%	5%	x
Cc1ccc(NC(=O)CN2C(=O)N/C(=C/c3ccc(N4CCOCC4)cc3)C2=O)cc1	1%	8%	-3%	-2%	8%	0%	u	u
Fc1ccc(N2CCN(C(=S)NCc3ccco3)CC2)cc1	-15%	3%	-2%	-13%	-4%	-4%	7%	x
Cc1ccccc1Cn1nc(C)c(NC(=O)c2cc(-c3ccco3)on2)c1C	-8%	132%[activator]	6%	i	-4%	0%	-1%	x
c1ccc(CN2CCC(=NNc3nc4ccccc4[nH]3)CC2)cc1	u	15%	-5%	i	-9%	-4%	-7%	u
CCOC(=O)c1c(C)[nH]c(C(=O)Cn2nnc(-c3ccc(Cl)cc3)n2)c1C	-3%	-4%	-2%	-15%	-2%	2%	-13%	-2%
CC(OC(=O)c1nn(C(C)C)c(=O)c2ccccc12)C(=O)Nc1ncc(Cl)cc1Cl (stereo unspecified)	-3%	-16%	-1%	0%	9%	-17%	2%	3%
O=C(c1cccn1-c1nnc(N2CCCCC2)s1)N1CCN(c2ccc(Cl)cc2)CC1	u	x	7%	x	x	-1%	-3%	x
COc1ccc2c(c1)C1NC(=S)NC(C)(O2)C1C(=O)Nc1ccc(Cl)cc1 (stereo unspecified)	-12%	-1%	3%	-1%	-3%	2%	9%	-5%
COc1ccc(N(C2=NCCCS2)S(=O)(=O)c2ccc(C(C)(C)C)cc2)cc1	-3%	-5%	1%	-3%	1%	1%	-1%	-7%
CCN(CC)CCCNC(=O)c1cc(-c2ccc(OC)c(OC)c2)on1	-5%	x	-1%	x	x	-2%	-8%	x
CCC(C)NC(=O)CSc1nc2cc3c(cc2c(=O)n1Cc1ccc(C(=O)NCCc2ccc(OC)c(OC)c2)cc1)OCO3 (stereo unspecified)	-8%	x	0%	x	x	-1%	-7%	x
Cc1cc2oc(C(=O)Nc3ccc(S(=O)(=O)Nc4ncccn4)cc3)cc(=O)c2cc1C	4%	x	10%	x	x	2%	-23%	x
O=C(Cc1ccc(Cl)cc1)NNc1c(F)c(F)cc(F)c1F	8%	-12%	-1%	-5%	-3%	11%	15%	8%
COc1ccccc1NS(=O)(=O)c1cccc(N=C2N=C(N)c3ccccc32)c1	-18%	7%	-5%	-12%	-9%	-1%	-15%	-8%
CCCCCc1c(C)nc(N2CCc3ccccc32)[nH]c1=O	-2%	1%	-7%	-2%	-1%	-2%	7%	6%
Cc1cc(C)n(-c2nc(-c3ccc(Cl)cc3)cs2)n1	u	-4%	6%	-6%	0%	-1%	0%	x
Cc1sc(NC(=S)NC(=O)c2cccs2)nc1-c1ccc(CC(C)C)cc1	-15%	-4%	-2%	0%	2%	-2%	u	x
COc1ccc(NCc2cc3ccc(OC)cc3n(CC(=O)Nc3ccc(C)c(C)c3)c2=O)cc1	5%	x	-12%	x	x	0%	13%	x
COc1cccc(CNC(=O)CSCc2cnn(-c3ccccc3)c2-n2cccc2)c1	-26%	4%	-3%	-13%	-1%	4%	-1%	x
COc1cc(CN(C)CC(=O)c2[nH]c(C)c(C(C)=O)c2C)ccc1OC(F)F	-15%	12%	4%	-3%	-16%	7%	0%	-3%
Cc1ccc(S(=O)(=O)N(C)CC(=O)N/N=C/c2ccc(C)o2)cc1	-3%	-18%	3%	11%	-8%	4%	-12%	-24%
Cc1nc(SCc2cccc(F)c2)c2oc3ccccc3c2n1	u	-5%	-1%	-16%	11%	0%	-3%	22%
CC(=O)Nc1ccc(S(=O)(=O)NCCOc2ccc(Cl)cc2C)cc1	-6%	-4%	2%	i	-4%	0%	-8%	2%
Cc1ccc(NS(=O)(=O)c2ccc3c(c2)C(=O)c2ccccc2C3=O)c(C)c1	-17%	-5%	-4%	0%	6%	1%	u	-16%
FC(F)(F)c1ccc(C2=Nc3ccccc3NC(c3cccs3)=N2)cc1	0%	x	-9%	x	x	-2%	-14%	x
COc1ccc2cc(CCN3C(=O)c4ccccc4C3=O)c(=O)[nH]c2c1	-15%	8%	-4%	2%	6%	-1%	-10%	4%
CC(C)COC(=O)c1nnsc1NC(=O)Nc1ccccc1	4%	16%	3%	i	2%	0%	-14%	-3%
CC(C)Oc1ccc(C(=O)Nc2ccc(Cl)c(S(=O)(=O)Nc3ccc(Cl)cc3)c2)cc1	7%	2%	0%	-19%	-11%	-2%	u	-3%
Cc1ccccc1NC(=O)c1ccc2nc(Cc3ccccc3)oc2c1	u	x	11%	x	x	1%	-3%	x
CCc1nnc(SCc2ccc(F)cc2Cl)c2cc3sccc3n12	-14%	x	-11%	x	x	-2%	-12%	x
CC(=O)N(C(C)=O)c1cccc2c(N(C(C)=O)C(C)=O)cccc12	-7%	-4%	-9%	0%	6%	-1%	-1%	x
CC(=O)NC1=NN(C(C)=O)C(C)(c2cccnc2)S1 (stereo unspecified)	-3%	5%	7%	0%	-5%	-2%	0%	x
CNc1nn(-c2cccc(Cl)c2)nc1N	u	119%[activator]	-2%	6%	-8%	-7%	14%	-13%
Clc1cccc(Cl)c1NC1=NCCC1	6%	3%	1%	i	4%	-1%	2%	x
Cc1ccc(C(=O)Nc2cc(C(F)(F)F)ccc2N2CCCCC2)cc1[N+](=O)[O-]	-9%	-11%	1%	0%	-2%	-3%	-15%	5%
O=C(COc1ccc(Cl)cc1)Nc1sc2c(c1C(=O)Nc1cccc(Cl)c1)CCCC2	13µM*	x	3%	x	x	6%	u	x
COc1cc(CO)c(OC)c([N+](=O)[O-])c1	x	x	4%	i	x	-1%	x	10%
CCOC(=O)Cn1c(=O)oc2cc(S(=O)(=O)N3CCC(N4CCCCC4)CC3)ccc21	-5%	3%	-5%	-10%	-1%	-2%	6%	x
Clc1ccc(C2=NCCN2)cc1	0%	-3%	0%	u	-7%	-1%	5%	-8%
O=C(NC(N1CCCC1)C(Cl)(Cl)Cl)c1ccccc1 (stereo unspecified)	-6%	7%	-6%	-7%	-2%	-2%	4%	1%
O=C1c2ccccc2C(=O)N1CNc1ccccc1	8%	4%	9%	2%	-2%	0%	2%	-1%
CCN(CC)CCN(C(=O)CCOc1ccccc1)c1nc2c(F)cc(F)cc2s1	-3%	-4%	7%	13%	5%	-1%	-2%	x
Cc1ccc(NC2=NCC(=O)N2Cc2ccc3c(c2)OCO3)c(C)c1	-13%	5%	3%	-2%	5%	0%	9%	7%
CC(C(=O)O)c1ccc(CC2CCCC2=O)cc1 (stereo unspecified)	-3%	9%	4%	i	1%	-1%	3%	x

Bioassay records (PubChem BioAssay)

Not all compounds are listed. The share of hits here may be higher or lower than overall.
